PostGolgi ctrl: growth of the yeast control strain, post-Golgi counter-screen. efflux-deficient yeast background strain, growth absorbance A615, 16 h. inhibition, % at 10 µM. 5% of 98,000 active. AID 738
PostGolgi yeast: growth inhibition of a yeast mutant, post-Golgi transport screen | post-Golgi transport phenotypic cell assay | inhibition, % at 10 µM | 0.9% of 98,000 active | AID 739;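 further: yeast cells grown in 1536-well plates; yeast grown about 18 h at 30C before absorbance read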
HIV Rev-RRE inh: HIV Rev-RRE protein-RNA interaction inhibition; Rev peptide-RRE RNA binding, FRET; inhibition, % at 8 µM; 0.79% of 97,000 active;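 active means inhibition above the screen-wide mean plus 3 SD, cut at about 35% in these data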;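 further: 0% = median DMSO wells and 100% = median Neomycin B control wells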
Target sequence (P05866 whole entry, looked up): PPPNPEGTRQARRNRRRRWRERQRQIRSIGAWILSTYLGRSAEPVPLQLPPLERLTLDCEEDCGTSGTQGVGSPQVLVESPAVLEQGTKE
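Test system: Cy5-tagged RRE RNA duplex with fluorescein-tagged Rev peptide | Read-out: % inhibition of FRET ratio versus controls | Probe or stimulus: Labelled Rev peptide | Incubation: 5 min RNA-compound premix plus 15 min binding step, 25 °C | Technique: FRET fluorescence readout | Benchmarks: DMSO low control, neomycin B high control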
S1P2 antag: S1P2 (human) receptor antagonism; O95136; inhibition, % at 5 µM; cell-based S1P2 antagonist assay, inhibition at 5 uM; AID 736; 0.21% of 97,000 active; in the data active means inhibition above about 45%;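 further: CRE beta-lactamase reporter cells expressing human S1P2 stimulated with S1P; 0% = agonist at EC80 alone and 100% = agonist plus reference antagonist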
PTPN22 act: activators of human LYP (PTPN22) phosphatase | 0.11% of 96,000 active | Q9Y2R2 | AID 697 | activation, % at 2 µM | recombinant LYP, DiFMUP fluorescence; 0 = plate median, 100 = signal doubled;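 active means activation at 2 µM above a set limit, the mean plus 5 SD, cut at about 37% in these data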
Target sequence (Q9Y2R2 whole entry, looked up): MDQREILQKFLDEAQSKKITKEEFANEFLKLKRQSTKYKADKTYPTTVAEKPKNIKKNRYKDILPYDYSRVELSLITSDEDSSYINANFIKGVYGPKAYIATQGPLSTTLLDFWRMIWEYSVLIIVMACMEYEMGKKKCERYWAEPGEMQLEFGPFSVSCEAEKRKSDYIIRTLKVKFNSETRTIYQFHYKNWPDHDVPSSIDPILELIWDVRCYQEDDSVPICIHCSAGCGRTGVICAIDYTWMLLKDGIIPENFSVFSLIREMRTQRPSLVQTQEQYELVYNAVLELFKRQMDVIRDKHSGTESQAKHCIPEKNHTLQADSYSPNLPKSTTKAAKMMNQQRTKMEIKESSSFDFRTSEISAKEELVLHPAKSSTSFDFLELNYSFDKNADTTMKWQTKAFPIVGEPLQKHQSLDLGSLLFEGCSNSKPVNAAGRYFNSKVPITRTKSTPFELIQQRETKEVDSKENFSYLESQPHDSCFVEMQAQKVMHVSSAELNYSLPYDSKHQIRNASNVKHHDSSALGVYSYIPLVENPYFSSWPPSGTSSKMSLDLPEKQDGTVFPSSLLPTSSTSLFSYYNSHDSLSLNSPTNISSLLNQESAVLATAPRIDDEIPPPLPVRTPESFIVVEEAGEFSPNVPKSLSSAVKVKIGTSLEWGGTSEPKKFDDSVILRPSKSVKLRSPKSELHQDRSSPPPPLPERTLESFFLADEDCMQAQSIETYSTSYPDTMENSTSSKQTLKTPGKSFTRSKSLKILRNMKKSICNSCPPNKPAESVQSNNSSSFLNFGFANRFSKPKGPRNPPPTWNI
PTPN22 inh 2: blocks human PTPN22 phosphatase activity. Q9Y2R2. recombinant LYP catalytic domain, DiFMUP fluorescence. inhibition, % at 2 µM. 0.21% of 96,000 active;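 active means inhibition at 2 µM at or above a set limit, the screen mean plus 3 SD, cut at about 24% in these data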;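 further: 0% = DMSO with enzyme and 100% = enzyme fully blocked by orthovanadate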
S1P2 ag: activates the human S1P2 receptor. S1P2-expressing cell line, agonist reporter read-out. activation, % at 4.5 µM. O95136. 0.46% of 97,000 active; in the data active means activation above about 16%;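 further: 0% = vehicle low control and 100% = maximal reference agonist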
EphB4 antag: blocks human EphB4 binding to ephrin-B2; EphB4 LBD / TNYL-RAW-Alexa532 peptide, fluorescence polarization; inhibition, % at 7 µM; 0.15% of 97,000 active; AID 720;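 active means inhibition above the screen-wide mean inhibition plus 3 SD, cut at about 15% in these data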;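 further: 0% = DMSO wells and 100% = excess unlabeled TNYL-RAW peptide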
FAK blocker: inhibitors of human focal adhesion kinase | Q05397 | biochemical FAK kinase activity assay | inhibition, %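 (tested at 7 µM)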 | 0.84% of 97,000 active | AID 727; in the data active means inhibition above about 19%;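 further: 0% = DMSO and 100% = reference compound high control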
The depositor's hits bear a star; nt = no result given. Unless noted, no stated cut-off is given here; in the data, active means inhibition above about 30%; inactive means the rest.

SMILES	PostGolgi ctrl	PostGolgi yeast	HIV Rev-RRE inh	S1P2 antag	PTPN22 act	PTPN22 inh 2	S1P2 ag	EphB4 antag	FAK blocker
Clc1ccc(-c2ccc(SCc3ccccn3)nn2)cc1	4	-2	4	5	9	-6	0	-2	-2
CC1CN(Cc2nc3c(c(=O)[nH]c(=O)n3C)n2CCN2CCOCC2)CC(C)O1 (stereo not drawn)	2	2	3	20	-5	4	-1	0	-5
COc1cccc(CN(CC2CCCO2)S(=O)(=O)c2ccc(S(=O)(=O)NCC3CCCO3)cc2)c1OC (stereo not drawn)	8	-5	10	-25	-1	3	-4	-3	-2
CCc1ccc(N2CC(C(=O)Nc3nccs3)CC2=O)cc1 (stereo not drawn)	8	3	2	2	4	-5	-12	-3	-8
CCCCCCC1NC(C(=O)O)CS1 (stereo not drawn)	10	16	4	2	-5	7	-4	1	6
CCOc1ccc(NC(=O)N2CCC(n3c(=O)[nH]c4ccccc43)CC2)cc1	0	0	nt	nt	2	-3	nt	nt	nt
CCOc1ccc(N=C2NC(=O)S/C2=C\c2ccc(Cl)cc2)cc1	0	-10	4	6	-22	26*	-10	-1	33*
FC(F)(F)c1cc(-c2cccs2)nc(NCc2ccco2)n1	-3	2	6	3	-7	5	-2	1	4
COc1ccc(OCC(=O)NC(=S)N2CCCc3ccccc32)cc1	13	0	9	12	-6	9	-3	2	3
CCCCS(=O)CC(O)COc1ccc(C(C)(C)C)cc1 (stereo not drawn)	22	16	3	24	-6	6	-3	7	3
CC1(C)CC(=O)C(C=NCc2cccnc2)=C(O)C1	1	1	6	-7	1	-3	-5	-9	-1
CCOP(=O)(c1ccccc1Cl)C1(O)CCCCC1 (stereo not drawn)	1	4	7	-1	3	-4	-5	-5	0
O=S(=O)(c1ccc(Br)s1)N1CCCCC1	3	15	3	-11	-2	2	-3	-3	1
Cc1ccc(C)c(-n2nnnc2SCC(=O)c2ccc3c(c2)NC(=O)CO3)c1	-1	-1	1	27	4	-4	-6	0	1
CC(OC(=O)c1ccc2ccccc2n1)C(=O)Nc1ccc(N2CCOCC2)cc1 (stereo not drawn)	31*	4	4	2	-15	13	-8	8	3
CCc1ccc(C2CC(c3ccco3)=NN2S(C)(=O)=O)cc1 (stereo not drawn)	11	-8	0	-2	-13	13	0	-5	3
COc1ccc(NS(=O)(=O)c2ccc(N3C(=O)CCC3=O)cc2)cc1	2	11	13	-2	0	1	-5	6	-3
CCOc1ccccc1NC(=O)CSCC(=O)Nc1ccccc1	-4	-6	3	9	2	0	-4	4	-1
O=C(CN1CCCC1)N1CCCc2c1c(=O)oc1ccc(OCc3ccccc3)cc21	36*	22	10	12	1	-3	-4	3	2
CCn1c(SCC(=O)N2c3ccccc3CC2C)nnc1-c1ccco1 (stereo not drawn)	nt	nt	1	-16	32	-36	-5	1	1
CCCOc1ccc2c3c(c(=O)oc2c1OCCC)CCC3	36*	-6	3	10	-1	-2	0	-3	7
N#CC(C#N)=CC1=C2OC(c3ccccc3)=CC(c3ccccc3)=C2CCC1	-1	-3	10	-23	-8	7	-4	6	-3
CCOC(=O)C1(CC)NC(c2ccco2)C2C(=O)N(C)C(=O)C21 (stereo not drawn)	nt	nt	7	-15	-7	9	-8	7	-1
COc1[nH]c(/N=C/c2ccccc2)c(C#N)c1C#N	9	-3	38*	6	-4	3	-8	4	-5
CCN1CCCc2cc(CN(CCN3CCOCC3)C(=O)Nc3ccc(C)c(C)c3)ccc21	15	2	9	9	-2	3	-4	0	-1
Cc1[nH]n(-c2cccc(Cl)c2)c(=O)c1C=NC12CN3CN(CN(C3)C1)C2	5	-1	2	6	-3	7	-5	-2	-1
Cc1nnc(Nc2ccc(Cl)cc2)n(N)c1=O	19	16	7	2	1	2	-5	0	0
COc1ccc(C2CC3CC(c4ccccc4)N2O3)cc1 (stereo not drawn)	9	-1	3	14	-3	1	-6	7	-1
Cc1cccc(C)c1NC(=O)C(=O)NCc1ccccn1	17	-4	1	13	10	-9	-5	8	-4
CCOc1ccc(CCNC(=O)C2CCN(C(=O)N(C)C)CC2)cc1OCC	18	0	1	1	5	-9	-1	-7	-3

Six successive compounds from above:
SMILES	PostGolgi ctrl	PostGolgi yeast	HIV Rev-RRE inh	S1P2 antag	PTPN22 act	PTPN22 inh 2	S1P2 ag	EphB4 antag	FAK blocker
CCOc1ccccc1NC(=O)CSCC(=O)Nc1ccccc1	-4	-6	3	9	2	0	-4	4	-1
O=C(CN1CCCC1)N1CCCc2c1c(=O)oc1ccc(OCc3ccccc3)cc21	36*	22	10	12	1	-3	-4	3	2
CCn1c(SCC(=O)N2c3ccccc3CC2C)nnc1-c1ccco1 (stereo not drawn)	nt	nt	1	-16	32	-36	-5	1	1
CCCOc1ccc2c3c(c(=O)oc2c1OCCC)CCC3	36*	-6	3	10	-1	-2	0	-3	7
N#CC(C#N)=CC1=C2OC(c3ccccc3)=CC(c3ccccc3)=C2CCC1	-1	-3	10	-23	-8	7	-4	6	-3
CCOC(=O)C1(CC)NC(c2ccco2)C2C(=O)N(C)C(=O)C21 (stereo not drawn)	nt	nt	7	-15	-7	9	-8	7	-1

The results go on.
SMILES	PostGolgi ctrl	PostGolgi yeast	HIV Rev-RRE inh	S1P2 antag	PTPN22 act	PTPN22 inh 2	S1P2 ag	EphB4 antag	FAK blocker
O=C(CCC(=O)NC1CC1)Nc1nnc(C2CCCCC2)s1	3	-2	2	15	4	-4	-8	-5	-2
Oc1c(CN2CCN(c3ccc(F)cc3)CC2)cc(Cl)c2cccnc12	3	1	8	15	-4	1	1	11	0
COc1ccc(N2CCN(C(=O)CCc3ccc(S(=O)(=O)NCC(C)C)cc3)CC2)cc1	nt	nt	-1	-11	0	-8	2	4	0
COc1nc(OC)nc(N2CCC(C(=O)NCc3cccs3)CC2)n1	3	2	2	-8	5	-1	-8	14	3
O=C(O)c1ccccc1C(=O)N(Cc1ccccc1)Cc1ccccc1	0	2	-3	-27	1	0	-4	4	3
Cc1nc(SCC(=O)Nc2cc(C)on2)c2c(=O)n(C)c(=O)n(C)c2n1	2	0	10	3	8	-8	3	3	2
COc1cccc(N2CCN(c3ncnc4c3cnn4-c3ccc(C)cc3C)CC2)c1	46*	3	2	66*	-4	4	-11	0	4
CO/C=C/C#CC1(O)CCN(C)CC1	-6	25	7	2	-6	4	-10	4	-4
COC(=O)c1c(NC(=O)c2ccco2)sc(C(=O)Nc2ccc(F)cc2)c1C	15	0	6	15	-4	2	-2	3	0
CC(C)NC(=O)c1cc2nc(-c3ccco3)cc(C(F)(F)F)n2n1	8	8	-1	-18	4	-8	-3	13	2
O=C(NCC1CCCO1)c1cnn2c1NC(c1ccccc1)CC2C(F)(F)F (stereo not drawn)	1	0	-2	13	-7	9	-4	-3	0
Cc1[nH]c(=O)[nH]c(=O)c1NS(=O)(=O)c1ccc2c(c1)CCCC2	-4	-3	3	-3	7	-6	-4	-3	2
CC(C)NC(=O)c1ccccc1NC(=O)C1CCCO1 (stereo not drawn)	7	-3	5	2	6	-8	-7	-1	-1
Cc1nn2cc(-c3ccccc3)nc2[nH]c1=O	23	1	6	16	-1	3	-5	0	-7
CCn1nccc1C(=O)Nc1cc(Cl)cc(Cl)c1	nt	nt	3	-14	2	4	-1	-7	1
O=C(c1ccc2ncsc2c1)N1CCN(c2ccc(O)cc2)CC1	25	-1	1	16	-4	7	-9	5	1
CCn1ncc(Br)c1C(=O)Nc1ccc(Cl)cn1	10	-5	5	-20	-3	0	1	-6	0
O=C(COC(=O)C1COc2ccccc2O1)NC(=O)NC1CCCC1 (stereo not drawn)	18	9	3	6	-4	4	-11	-3	-6
COc1cc(NC(=O)c2ccc(Br)o2)ccc1NC(=O)C(C)C	-2	9	4	-2	3	-1	-3	2	0
CCN(CC#CCC1(O)c2ccccc2-c2ccccc21)C(C)C	2	-4	2	10	-9	14	1	-3	-15
CCN(CCCNC(=O)CCNC(=O)Cn1cnc2ccccc2c1=O)c1cccc(C)c1	15	5	3	22	-4	2	-5	0	3
COc1ccc(SCc2noc(C(=O)NC(C)C)c2C(=O)O)cc1	21	-6	5	4	-4	7	-6	4	2
O=C(O)c1cn(-c2ccccc2)nc1C(=O)O	nt	nt	3	-9	3	-11	-1	5	2
CCOC(=O)c1cccc(NC(=O)CSc2nnc(COc3ccc(Cl)cc3)o2)c1	0	-7	6	11	2	-5	-1	-2	-8
N#Cc1nc(-c2ccco2)oc1N1CCN(c2cccc(Cl)c2)CC1	22	-3	10	-5	-10	6	-5	3	-5
CC(=O)c1sc2nc(C)cc(C)c2c1N	-6	16	5	-11	-1	6	-2	5	20*
CC1(C)CC(C(=O)Nc2nccs2)CCO1 (stereo not drawn)	8	0	4	-13	0	-3	-7	-6	-2
Cc1ccc(-c2noc(CCC(=O)NCC3CCCO3)n2)cc1 (stereo not drawn)	5	9	4	1	0	1	-7	0	-3
O=C(CSc1nnc(-c2cccs2)n1CC1CCCO1)c1cc2ccccc2o1 (stereo not drawn)	-10	-6	11	7	3	-5	-15	4	-2
O=C1c2ccsc2SCCN1Cc1ccccc1Cl	1	-6	11	-11	-6	9	-5	3	-2
CCC1Oc2ccc(C)cc2N(CC(=O)N(Cc2ccc(C)o2)C2CC(C)(C)NC(C)(C)C2)C1=O (stereo not drawn)	nt	nt	7	-14	0	1	-4	-1	2
Cc1cc(C)c2nc(N3CCCC(C(=O)NCCN4CCOCC4)C3)sc2c1 (stereo not drawn)	0	-2	7	17	-5	2	-5	5	-2
COc1ccc(-c2nnn(CC(=O)NCc3ccccc3)n2)cc1OC	nt	nt	-1	-11	-2	0	-3	1	0
COc1ccc(OCC(=O)N2CCN(C(=O)c3cccs3)CC2)cc1	3	5	5	-11	3	-4	-2	-5	-2
COc1ccc(/C=N/N=C2/NC(=O)C(c3ccccc3)S2)c(OC)c1 (stereo not drawn)	9	5	4	-8	-3	8	-5	-7	-4
CC(C)C(=O)Nc1nnc(SCC(=O)NC2CC2)s1	5	-2	2	5	1	-3	-2	-3	-2
CCN1C(=O)/C(=C/c2cccs2)N(C)C1=S	18	-3	0	0	-2	4	-5	-4	-2
CS(=O)(=O)c1ccccc1COC(=O)Nc1ccc(Cl)cc1	14	2	-4	11	7	-3	-6	2	7
COc1ccccc1N/C(=N/c1nc(C)cc(C)n1)NC(C)=O	9	8	6	10	-3	0	0	-4	-4
CCCCn1c(CCC)nc([N+](=O)[O-])c1Sc1ccc(Cl)cn1	nt	nt	12	5	2	-5	-5	4	0
O=C(COC(=O)c1ccccc1C(=O)N1CCN(c2ccccc2)CC1)Nc1ccc(F)cc1	9	12	27	-30	-6	8	-1	-2	2
O=C1CC(N2CCN(c3cccc(C(F)(F)F)c3)CC2)C(=O)N1c1ccccc1 (stereo not drawn)	25	28	5	-1	3	0	-8	0	-6
O=S(=O)(NCCc1cn2ccccc2n1)c1cccs1	10	-5	6	-19	-11	10	-4	2	2
CCOC(=O)c1cc(CC)sc1NC(=O)C1CC1	-5	-5	2	-17	6	-8	-2	-1	1
CC(C)c1nc2ccccn2c1NC1CCCCC1	1	0	-2	1	4	-1	0	-3	1
CCCCOc1ccc(C(=O)OC2CC(C)N(C)CC2C)cc1 (stereo not drawn)	7	-1	6	5	13	-16	-1	-1	2
Cc1cccc(C)c1NC(=O)c1c(-c2ccccc2)noc1C	5	0	0	13	-1	-2	-6	-6	1
O=C(Nc1ccc2c(c1)OCCO2)C(c1ccc(F)cc1)N1CCCCC1 (stereo not drawn)	-7	-4	13	5	-2	3	-4	2	0

Bioassay records: PubChem BioAssay, several laboratories
